NCI-60 one-dose screen, 48 h, at 10 µM unless noted. Numbers give growth in % (100 = growth as untreated, 0 = no growth, -100 = all killed).
HOP-62 – HOP-62 NSCLC; 80,000 compounds, 3.9% hits; AID 1794735
RPMI-8226 – RPMI-8226 leukemia cells | 77,000 compounds, 7.5% hits | AID 1794781
MOLT-4 – MOLT-4 leukemia cells; AID 1794779; 80,000 compounds, 6.9% hits
K-562 – K-562 leukemia; 78,000 compounds, 7.4% hits; AID 1794777
CCRF-CEM – CCRF-CEM leukemia. 77,000 compounds, 7% hits. AID 1794778
HOP-92 – HOP-92 NSCLC cells. 71,000 compounds, 6.3% hits. AID 1794738
SR – SR leukemia cells | 73,000 compounds, 8.7% hits
MDA-MB-435 – MDA-MB-435 melanoma | 82,000 compounds, 7.8% hits
The depositor's hits bear a star; . = not tested or not shown; & = joins results of further samples. How the source made its calls: active means growth percent below 10; inactive means the rest.

Start of the listing, in advance, two compounds:
[1] OCc1cn(-c2ccnc3ccccc23)nn1
[2] O=S(=O)(Cc1ccc(Cl)cc1)c1ccc(Cl)cc1

Screen / compound no.	1	2
CCRF-CEM	114	86&108
MDA-MB-435	109	19&102
K-562	103	33&120
SR	100	38&105
MOLT-4	114	85&110
HOP-62	108	79&100
RPMI-8226	110	102&119
HOP-92	96	95&91

The whole of this part (from the top)
[1] OCc1cn(-c2ccnc3ccccc23)nn1
[2] O=S(=O)(Cc1ccc(Cl)cc1)c1ccc(Cl)cc1
[3] CO[C@]12C[C@@H](COC(=O)c3cncc(Br)c3)CN(C)[C@@H]1Cc1cn(C)c3cccc2c13
[4] O=C(Nc1c(Br)cc2c(c1Br)Cc1ccccc1-2)C(F)(F)F
[5] COc1cc2nc(SCC(=O)NNC(=S)NC(=O)c3ccc(Br)cc3)n(-c3ccc(Cl)cc3)c(=O)c2cc1OC
[6] CCCCC1COc2cccc3c2N1C=C/C3=C\C(=O)N(C)c1cccc(Br)c1 (stereo not given)
[7] Cc1cc(-c2ccccc2)n(Cc2nnc(SCC(=O)Nc3ccc(S(N)(=O)=O)cc3)o2)n1
[8] COC1(c2ccccc2)CN(Cc2ccccc2)CC(c2ccccc2)O1 (stereo not given)
[9] CCCn1ccc(-n2nnc(-c3ccccc3)c2N)n1
[10] CN(C)N=Nc1cccc([N+](=O)[O-])c1

Screen / compound no.	1	2	3	4	5	6	7	8	9	10
CCRF-CEM	114	86&108	97	102	88	90	100	87	101	76
MDA-MB-435	109	19&102	102	101	99	102	101	98	90	118
K-562	103	33&120	93	120	91	85	82	.	80	91
SR	100	38&105	97	74	82	111	77	75	68	89
MOLT-4	114	85&110	100	87	100	86	71	77	97	104
HOP-62	108	79&100	102	.	101	101	107	95	106	74
RPMI-8226	110	102&119	98	.	106	92	78	83	103	93
HOP-92	96	95&91	90	97	102	102	112	.	102	76

[11] CCN1C2CCC1/C(=C\c1ccc(F)cc1)C(=O)/C2=C/c1ccc(F)cc1
[12] CC1=CC(=O)C(Sc2ccc(C)cc2)=CC1=O
[13] COc1ccc(-c2nn(-c3ccccc3)cc2/C=C2\SC(N3CCN(c4ccccc4)CC3)=NC2=O)cc1
[14] CCCCCCCCCOC(=O)c1ccc(OC)cc1
[15] CCc1ccc(-n2cc(COc3ccc(CNC(=O)CCCC/C=C/C(C)C)cc3OC)nn2)cc1
[16] O=C1C(c2nnc(-c3ccccc3)n2-c2cccc(Cl)c2)=C(O)c2ccccc21
[17] CN(C)c1ccc(/C=C(\CC(=O)c2ccc(Cl)c(Cl)c2)C(=O)NCc2ccccc2)cc1
[18] O=S(=O)(Nc1ccccn1)c1ccc(NC2Nc3nc4ccccc4nc3S2)cc1 (stereo not given)
[19] Nc1nnc2cc(F)ccc2n1
[20] CCCCCNc1ccc(C)cc1

Screen / compound no.	11	12	13	14	15	16	17	18	19	20
CCRF-CEM	18	29	104	97	87	80	99	107	107	104
MDA-MB-435	25	101	100	102	107	112	97	109	118	112
K-562	20	88	100	96	79	87	76	112	97	102
SR	25	107	104	99	88	71	103	116	.	103
MOLT-4	14	79	105	108	80	77	83	106	102	102
HOP-62	46	118	110	103	95	82	95	98	101	114
RPMI-8226	19	94	101	.	74	77	92	116	102	112
HOP-92	38	104	81	91	87	67	98	109	85	105

[21] CCOC(=O)C1O[N+]([O-])=C(c2ccc(OC)cc2)C1c1cc(OC)cc(OC)c1 (stereo not given)
[22] Cc1[nH]nc2ccc(-c3nc4cnc(N5CCN(C)CC5)cn4c3Nc3cccc(F)c3)cc12
[23] COC(=O)C(CCC(=O)CCl)N1C(=O)c2ccccc2C1=O (stereo not given)
[24] c1ccc(Nc2ccc(-c3ccc(Nc4ccccc4)cc3)cc2)cc1
[25] O=C1c2cccnc2C(=O)c2c1c(C(=O)NCCCN1CCCCC1)c1ccccn21
[26] COc1ccc(-c2nc(SCCCCCCC(=O)NO)[nH]c(=O)c2C#N)cc1
[27] CCN(CC)CCOC(=O)c1ccc(N=Nc2ccc(O)c(OC)c2)cc1
[28] Cc1ccc(C2=Nc3ccc(Cl)cc3C3=NNCC(=O)NN23)cc1
[29] CCCCC1COc2cccc3c2N1C=C/C3=C\C(=O)N(C)c1ccccc1OC(F)(F)F (stereo not given)
[30] COc1ccc(C2c3ccc4ccccc4c3Oc3nc(N)c(C#N)c(N)c32)cc1OC (stereo not given)

Screen / compound no.	21	22	23	24	25	26	27	28	29	30
CCRF-CEM	105	77	5.2*	105	-26*	63	99	100	58	102
MDA-MB-435	104	59	35	112	-81*	103	103	101	89	122
K-562	91	52	29	88	-25*	100	95	106	79	94
SR	96	54	8.2*	68	-15*	93	85	116	63	78
MOLT-4	95	73	43	88	-44*	94	94	104	72	100
HOP-62	97	72	80	103	-37*	106	99	112	105	.
RPMI-8226	88	51	-8.2*	106	-11*	97	100	98	78	104
HOP-92	102	62	50	108	-31*	127	95	.	73	62

[31] O=C1/C=C(/c2cc3ccccc3o2)NCCNC1=O
[32] Nc1nc(C(=O)O)cc(=O)[nH]1
[33] CC1=CCc2ccccc21
[34] CC(C)(C)n1nnnc1C(Nc1ccccc1)c1cc2cccc3ccc4cccc1c4c32 (stereo not given)
[35] Cc1nnc(-c2ccc3c(c2)nc(-c2ccccc2)n3C2CCCCC2)o1
[36] CCCNC(=O)c1ccc(Cl)cc1Cl
[37] COc1ccc(C2=NN(C(=O)c3ccc(S(N)(=O)=O)cc3)C(c3cc(OC)c(OC)c(OC)c3)C2)cc1OC (stereo not given)
[38] C/C(=C(\CNc1ccc(S(=O)(=O)c2ccc(N)cc2)cc1)C(=O)c1ccccc1)c1ccccc1
[39] O=C(Nc1ccc(O)cc1)c1ccc(-n2c(=O)[nH]c3ccccc3c2=O)cc1
[40] COc1nc(OC)nc(-c2cc(C(=O)c3ccc(Br)cc3)n3cc(C)cc(C)c23)n1

Screen / compound no.	31	32	33	34	35	36	37	38	39	40
CCRF-CEM	.	92	94	91	79	114	105	.	100	84
MDA-MB-435	110	104	106	91	103	114	62	102	107	95
K-562	100	92	94	72	90	.	94	69	99	91
SR	90	90	99	88	70	.	78	.	105	87
MOLT-4	99	88	97	78	74	.	105	71	110	97
HOP-62	89	95	101	102	80	103	104	95	107	.
RPMI-8226	.	86	95	76	61	.	99	.	109	76
HOP-92	.	86	82	.	104	94	101	73	108	34

[41] CCCCCCCCCCCCCCCCCC1=NC(CC)(CO)CO1 (stereo not given)
[42] CCCCC(CC)COCCCN (stereo not given)
[43] CS(=O)(=O)c1ccc(-c2nc3ccccn3c2-c2nc3ccc([N+](=O)[O-])cc3[nH]2)cc1
[44] Cc1ccc(S(=O)(=O)Oc2ccc(C(C)(C)C)cc2)cc1
[45] C(=N\Nc1nnn(Cc2ccccc2)n1)/c1ccccc1
[46] c1ccc(-c2onc3cc4c(cc23)OCCO4)cc1
[47] COc1ccccc1C(=O)Nc1cccc(NC(=O)c2ccccn2)c1
[48] Nc1ccc(N)c([N+](=O)[O-])c1
[49] C/C=C(/C)C(=O)OC1C=C(CO)C(=O)C(OC(=O)/C(C)=C\C)C1C(C)C (stereo not given)
[50] Cn1c(=O)c2c(nc(CCCc3nc4c(c(=O)n(C)c(=O)n4C)n3C)n2C)n(C)c1=O

Screen / compound no.	41	42	43	44	45	46	47	48	49	50
CCRF-CEM	99	87	101	112	35	93	108	107	-3.4*	93
MDA-MB-435	110	106	95	91	-26*	99	101	109	-79*	97
K-562	73	99	91	100	29	90	91	99	-18*	97
SR	86	99	95	84	17	77	82	115	.	90
MOLT-4	83	95	90	104	38	82	90	104	-17*	109
HOP-62	83	98	105	96	67	103	105	111	-31*	90
RPMI-8226	.	100	95	104	31	.	105	99	-39*	89
HOP-92	.	124	94	97	87	90	133	109	-73*	99

[51] COc1cc2c(cc1OC)[N+]([O-])=C(c1ccccc1)C2=O
[52] CC(=O)NC1CC(=O)N(c2ccccc2)C1=O (stereo not given)
[53] O=C(NCCOCCOCCOCCNC(=O)c1cc2c(o1)C(=O)c1ccccc1C2=O)NC12CC3CC(CC(C3)C1)C2
[54] NC1N=C(Nc2ccc(Cl)cc2)N=CC(c2cc3ccccc3oc2=O)=N1 (stereo not given)
[55] O=P(O)(O)C(O)(Cc1cccnc1)P(=O)(O)O
[56] Cc1ccc(CNc2ccc3nc(CCC4CCCCC4)[nH]c3c2)cc1
[57] O=c1[nH]c(=O)[nH]c(=S)[nH]1
[58] Cc1sc2nc(NC3CC(C)(C)NC(C)(C)C3)[nH]c(=O)c2c1C
[59] COC(=O)C(Cc1ccc(O)cc1)n1cc(COc2nc(Cl)nc(N3CCCC3)n2)nn1 (stereo not given)
[60] COc1ccc(CCl)c(C)c1OC

Screen / compound no.	51	52	53	54	55	56	57	58	59	60
CCRF-CEM	99	98	19	91	79	40	101	92	104	97
MDA-MB-435	108	100	-96*	95	98	56	103	94	110	108
K-562	84	94	7.1*	94	.	5.1*	105	101	90	6.6*
SR	90	91	15	97	.	13	106	101	90	105
MOLT-4	99	101	12	82	.	19	105	95	94	104
HOP-62	111	91	-58*	73	94	73	102	91	91	104
RPMI-8226	82	102	.	91	98	-25*	106	91	105	106
HOP-92	80	126	44	84	114	0.7*	101	67	102	86

[61] Cc1ccc(NC(=O)c2sc3nc(C)c(C(=O)c4ccccc4)cc3c2N)cc1
[62] COc1cc(-c2cc(-c3c(Cl)cccc3Cl)nc(N3CCOCC3)c2C#N)cc(OC)c1OC
[63] COc1nc(Nc2cccc(C(F)(F)F)c2)nc(OC)n1
[64] COc1ccc(Oc2ccc(/C=N/NC(=O)CSc3nc4ccccc4c(=O)n3-c3ccccc3)cc2)cc1
[65] COC(=O)Nc1ccc(-c2nc(-c3cccc(OC)c3)c(-c3ccnc(Br)c3)[nH]2)cc1
[66] c1cnc2c(c1)CCC[C@@H]2N(CCCN1CCNCC1)Cc1nc2ccccc2[nH]1
[67] OC(CO/N=C/c1ccc(OC(F)F)c(OC2CCCC2)c1)CN1CCOCC1 (stereo not given)
[68] O=C(Nc1ccc(Cl)cc1)c1cc(NCc2cc(O)ccc2O)ccc1O
[69] CC(C)=CCC/C(C)=C/CC/C(C)=C/CCc1ccsc1
[70] CC1CCC(NC(=O)NS(=O)(=O)c2ccc(C(C)C)cc2)CC1 (stereo not given)

Screen / compound no.	61	62	63	64	65	66	67	68	69	70
CCRF-CEM	94	44	96	95	35	94	99	5.5*	92	85
MDA-MB-435	39	76	106	99	.	107	109	103	99	102
K-562	56	74	87	75	14	83	80	42	103	103
SR	45	148	95	84	3.6*	.	79	9.1*	98	118
MOLT-4	104	56	86	89	31	92	90	60	98	102
HOP-62	91	90	99	103	59	55	92	102	106	97
RPMI-8226	90	44	95	87	.	92	96	4.9*	99	105
HOP-92	80	40	92	94	63	75	86	80	.	93

[71] CC1CCCN(S(=O)(=O)c2ncsc2-c2ccccc2)C1 (stereo not given)
[72] CC1(C)CC[C@]23CC[C@]4(C)[C@H](CC[C@@H]5[C@@]6(C)C/C(=C/c7cccnc7)C(=O)C(C)(C)[C@@H]6CC[C@]54C)[C@H]2[C@H]1OC3
[73] COC(=O)C1CC(n2cc(S(=O)(=O)c3ccc(C)cc3)nn2)CN1C(=O)c1cc(OC)c(OC)c(OC)c1 (stereo not given)
[74] O=[N+]([O-])c1ccc(N2CCCCC2)c([N+](=O)[O-])c1
[75] CC1(C)CC(=O)C2=C(C1)OC(N)=C(c1nc3ccccc3[nH]1)C2c1ccc(Cl)cc1 (stereo not given)
[76] COc1cc(C2=NN(C(C)=O)C(c3cc(OC)c(OC)c(OC)c3)C2)ccc1O (stereo not given)
[77] CCOC(=O)C1CN(CCc2ccccc2)CCC1=O (stereo not given)
[78] CC1=N/C(=C\c2ccc(-c3ccccc3)cc2)C(=O)O1
[79] CC/C(=C(\c1ccc(OCCN2CCCCC2)cc1)c1ccc(OC(=O)Cc2ccccc2)cc1)c1ccccc1

Screen / compound no.	71	72	73	74	75	76	77	78	79
CCRF-CEM	97	86	101	103&96	102&32	-16*	110	110	95
MDA-MB-435	102	98	111	108&90	109&61	-76*	111	96	102
K-562	104	95	100	105&109	104&62	.	130	102	94
SR	95	86	86	96&110	98&41	16	134	97	95
MOLT-4	98	75	86	102&100	103&18	0.2*	121	62	90
HOP-62	96	96	103	110&104	116&87	33	111	106	94
RPMI-8226	101	76	97	102&100	109&46	-28*	109	107	93
HOP-92	101	91	.	77&90	119&55	49	81	105	99

An excerpt from above in order of molecular weight, low to high:
[19] Nc1nnc2cc(F)ccc2n1
[4] O=C(Nc1c(Br)cc2c(c1Br)Cc1ccccc1-2)C(F)(F)F
[37] COc1ccc(C2=NN(C(=O)c3ccc(S(N)(=O)=O)cc3)C(c3cc(OC)c(OC)c(OC)c3)C2)cc1OC (stereo not given)

Screen / compound no.	19	4	37
CCRF-CEM	107	102	105
MDA-MB-435	118	101	62
K-562	97	120	94
SR	.	74	78
MOLT-4	102	87	105
HOP-62	101	.	104
RPMI-8226	102	.	99
HOP-92	85	97	101

Fetched by compound from above (two):
[60] COc1ccc(CCl)c(C)c1OC
[14] CCCCCCCCCOC(=O)c1ccc(OC)cc1

Screen / compound no.	60	14
CCRF-CEM	97	97
MDA-MB-435	108	102
K-562	6.6*	96
SR	105	99
MOLT-4	104	108
HOP-62	104	103
RPMI-8226	106	.
HOP-92	86	91

High-throughput results as filed in PubChem BioAssay.
